Source: PubChem BioAssay
D3 antag: D3 dopamine receptor (human) antagonism; max response, negative = inhibition, %; P35462; 360,000 tested, 2.5% active; D3R cells, DiscoveRx beta-arrestin luminescence, antagonist mode; hits give low values; AID 652054; in the data active = max response below about -50%; inconclusive = no clear call, values can overlap the other calls; note: % is set by controls: 0 for no effect and ±100 for the full control effect; mostly tested at two doses, the higher about 12 µM
Target sequence (P35462 whole entry, looked up): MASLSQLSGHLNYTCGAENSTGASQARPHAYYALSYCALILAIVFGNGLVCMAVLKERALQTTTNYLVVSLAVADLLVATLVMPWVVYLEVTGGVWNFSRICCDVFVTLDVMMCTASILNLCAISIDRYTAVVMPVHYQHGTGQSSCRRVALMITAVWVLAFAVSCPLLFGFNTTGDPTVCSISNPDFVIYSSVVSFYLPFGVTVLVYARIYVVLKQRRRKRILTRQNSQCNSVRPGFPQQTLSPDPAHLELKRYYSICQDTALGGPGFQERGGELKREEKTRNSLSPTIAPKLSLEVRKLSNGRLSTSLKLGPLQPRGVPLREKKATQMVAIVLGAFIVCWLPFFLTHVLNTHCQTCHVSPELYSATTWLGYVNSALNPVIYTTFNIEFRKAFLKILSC
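Cells expressing the human receptor were seeded at 1500 cells/well, incubated overnight at 37 degrees C in 5% CO2, then exposed to library compounds with dopamine controls for 90 minutes at 37 degrees C before luminescent detection.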
EPAC2 agonist: activates human EPAC2 exchange factor; 360,000 tested, 0.079% active; AID 720711; Potency, µM (doses to about 154 µM), for inactives: top-dose activation, actives largely listed as activators; EPAC2 activation, biochemical qHTS; response scale: 100% = 6.5 mM cAMP response; note: potency is the fitted concentration of half-maximal effect; nearly all actives have a fitted effect of over 50% in size
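Setup: EPAC2 100 nM, labeled Rap1B complex 250 nM, free GDP 50 uM. Compound titrations pinned in, brief spin, 5 min room temperature incubation. Kinetic fluorescence read over 30 min, normalized to 6.5 mM cAMP.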
CCT modulator: cytosolic chaperonin activity modulation. purified chaperonin ATPase assay, HTRF ADP detection, 30 min. activity change, % (test concentration not listed), hits read low. 360,000 tested, 0.3% active; in the data active = activity change below about -30%; note: % is set by controls: 0 for no effect and ±100 for the full control effect
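Nucleotide hydrolysis assay: TRiC at 20–40 nM final (set by batch activity) with 10 uM ATP, 30 min at 37 °C, in presence of 76 uM compound. Detection by competitive ADP HTRF, 30 min ambient.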
D3 ag: agonists of human D3 dopamine receptor. max activation, %. P35462. 410,000 tested, 0.58% active. D3R DiscoveRx beta-arrestin cells, luminescence, 90 min; in the data active = max activation above about 30%; note: 0% is about no effect; mostly tested at two doses, the higher about 12 µM
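Agonist mode: compounds and dopamine controls were applied to plated cells for 90 min at 37 degrees C after an overnight attachment at 1500 cells/well. Luminescent read-out followed 30 - 60 minutes at room temperature with DiscoveRx detection reagent.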
PTHR1 agonist: activates the human parathyroid hormone receptor PTHR1. Q03431. HEK293 GP2 PTHR1 cells, GloSensor cAMP luminescence, 1 h. Potency, µM (titrated, usually from 115 µM), for inactives: at the highest dose activation, usual class: activators. 410,000 tested, 0.075% active. AID 743266; note: potency is the fitted concentration of half-maximal effect; nearly all actives have a fitted effect of over 55% in size; some results filed as inactive show a strong effect at the top dose; inactives centre near -15; many of its hits are not listed in these tables
Target sequence (Q03431 whole entry, looked up): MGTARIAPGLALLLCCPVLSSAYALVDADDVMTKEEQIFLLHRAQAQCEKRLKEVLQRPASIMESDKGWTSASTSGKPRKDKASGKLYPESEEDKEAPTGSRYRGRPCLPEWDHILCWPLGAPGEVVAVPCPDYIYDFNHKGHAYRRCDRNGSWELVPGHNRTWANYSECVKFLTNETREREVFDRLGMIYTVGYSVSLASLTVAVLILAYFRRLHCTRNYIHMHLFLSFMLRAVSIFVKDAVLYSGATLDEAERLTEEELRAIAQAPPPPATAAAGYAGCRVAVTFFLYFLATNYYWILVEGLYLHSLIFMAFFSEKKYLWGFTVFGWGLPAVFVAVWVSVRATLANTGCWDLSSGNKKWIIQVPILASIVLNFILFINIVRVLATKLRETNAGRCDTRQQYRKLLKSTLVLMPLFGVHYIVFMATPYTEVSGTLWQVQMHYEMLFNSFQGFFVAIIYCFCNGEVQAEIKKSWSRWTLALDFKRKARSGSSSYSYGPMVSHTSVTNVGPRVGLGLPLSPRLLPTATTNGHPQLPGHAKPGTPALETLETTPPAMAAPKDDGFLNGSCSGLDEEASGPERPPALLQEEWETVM
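HEK-293-derived GP2 cells expressing PTHR1 and a GloSensor cAMP reporter, 3,000/well, plated overnight, given luciferin plus IBMX (each 0.5 mM as added) for 1 h at 37 °C, then compound for 1 h at 37 °C. Luminescence was read after 15 min at room temperature.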
Akt phos inh: Akt phosphorylation inhibition; 360,000 tested, 0.32% active; AID 651550; Neuro2A IGF-stimulated pAkt S473 HTRF, 20 min; hits give low values; activity change, % for hits at 50 µM; in the data active = activity change below about -80%; inconclusive = mostly about -51% to -80%; note: % is set by controls: 0 for no effect and ±100 for the full control effect
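Neuro2A cells in DMEM with 0.5% FBS, overnight at 37 deg C, given compound at single 50 µM final, then IGF (6 nM final) for 20 min at 37 deg C. Lysed; phospho-Akt Ser473 by HTRF after 24 h, 665/615 ratio.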
Mm-Cpn inhibitor: M. maripaludis TRiC chaperonin inhibition; AID 504842; 330,000 tested, 0.031% active; purified Mm-Cpn ATPase, ADP Transcreener TR-FRET; Potency, µM (doses to about 76.9 µM), inactives show at the top dose activity, negative = inhibition, actives largely listed as inhibitors; note: potency is the fitted concentration of half-maximal effect; % is set by controls: 0 for no effect and ±100 for the full control effect; nearly all actives have a fitted effect of over 80% in size
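25 nM Mm-CPN + cpd, 10 min 37°C; + 10 uM ATP, 30 min 37°C; buffer 30 mM Tris pH 7.4, 100 mM KCl, 5 mM MgCl2, 1 mM DTT; Transcreener ADP HTRF detection 30 min RT.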
EPAC2 antag: EPAC2 (human) antagonism; AID 720708; Q8WZA2; 360,000 tested, 0.18% active; EPAC2 GEF exchange of Rap1B-BODIPY-GDP, fluorescence; Potency, µM (doses to about 114 µM), without a hit: top-dose activity, negative = inhibition, most hits filed as inhibitors; note: potency is the fitted concentration of half-maximal effect; % is set by controls: 0 for no effect and ±100 for the full control effect; nearly all actives have a fitted effect of over 45% in size; many of its hits are not listed in these tables
Active calls of the source: *; i = inactive; ? = inconclusive; . = no result given; & = joins results of further samples; [ ] = dose if it differs, or a comment. Unless noted, calls come from the whole dose curve; as a rule, active = well fitted curve in the direction sought with a large enough effect; inconclusive = small, poorly fitted or top-dose-only effect, or another doubt; inactive = no such curve, though single readings can be large; an effect the other way counts as inactive or inconclusive. This is a subset; rates above refer to the full screens.

SMILES	D3 antag	EPAC2 agonist	CCT modulator	D3 ag	PTHR1 agonist	Akt phos inh	Mm-Cpn inhibitor	EPAC2 antag
CSc1cccc(CN(C)C(=O)C2CCC(=O)N(CCCN3CCCC3=O)C2)c1 (stereo not drawn)	2	2%	-0.7	5	-5%	i	-4%	-15%
CCCn1nc(C(=O)NCc2ccc3c(c2)OCO3)c2ccccc2c1=O	26	9%	-0.8	7	-13%	i	-5%	-11%
CCN(CC)C(=O)C1=C(C)N(CCC2=CCCCC2)C(=O)C(CC(=O)NCc2cccs2)C1 (stereo not drawn)	-8	7%	-2.1	0	-19%	i	.	10%
COc1cc2c(cc1NC(=O)CCCN1C(=O)CCC1=O)oc1ccccc12	7	-1%	0.1	-1	i	i	1%	-2%
Cc1ccc(CNC(=O)[C@H](C)NC(=O)C2CCN(C(=O)[C@@H](N)CC(C)C)CC2)cc1	-17	8%	-0.3	-7	-13%	i	-1%	-17%
Cc1ccc(-n2c(C)c(C)c3c(NCCN(C)C)ncnc32)cc1	10	2%	-2.6	4	-21%	i	1%	11%
COc1ccc(OC)c(S(=O)(=O)N2CCC3(CC2)OCCN3S(=O)(=O)c2cccs2)c1	6	15%	1.3	-4	i	i	2%	-3%
COc1ccc(CN2CCNC(=O)C2CC(=O)O)c(OC)c1 (stereo not drawn)	?	12%	-2.3	3	i	i	1%	0%
O=C(NCc1cccs1)c1ccccc1	21	3%	-0.9	3	i	i	2%	5%
O=C(c1cc([N+](=O)[O-])ccc1N1CCOCC1)N1CCN(S(=O)(=O)c2cc(Cl)ccc2Cl)CC1	-17	-1%	-3.4	-15	-58%[inhibitor]	i	-3%	-6%
COc1ccc(C2=NO[C@@H]3[C@@H]4C[C@@H]([C@H]5C(=O)N(C)C(=O)[C@@H]45)[C@H]23)cc1	11	6%	0.3	-1	i	i	-2%	2%
O=C1OC(CN(Cc2ccccc2)Cc2ccccc2)CN1N=Cc1ccc([N+](=O)[O-])o1 (stereo not drawn)	-22	16%	-2.6	-15	-57%[inhibitor]	i	.	-21%
OC[C@@H]1CN(Cc2cccnc2)C[C@H](n2cnc3c(N4CCCC4)ncnc32)O1	6	10%	-1.5	3	-2%	i	.	12%
Cn1c(=O)n(CC(=O)OCc2ccccc2)c(=O)c2c1nc1n2CCCN1C1CCCCC1	23	14%	-2.9	-3	-29%[57.5 µM]	i	.	-10%
N#Cc1ccccc1OCC(=O)Nc1c(C(=O)C2CC2)oc2ccccc12	8	0%	-0.2	-3	-12%[57.5 µM]	i	-2%	-2%
Cc1cccc(Oc2ccc(Cl)cc2N)c1	-4	20%	-1.5	-4	-16%	i	-6%	?
CCOc1ccc(C(=O)NC2CCN(CC(=O)NCc3ccccc3)CC2)cc1	6	0%	1.4	1	i	i	0%	2%
Cc1ccccc1CN1CCN(CC(=O)NCCCN2CCN(c3ccc(F)cc3)CC2)C1=O	?	-1%[15.6 µM]	0.1	-17	-11%[57.5 µM]	.	1%	0%
O=c1/c(=C\c2ccc(O)cc2)sc2nc(-c3ccccc3)c(-c3ccccc3)n12	-6	-16%	-1.1	2	-50%[inhibitor]	i	1%	18%
CCOC(=O)c1sc(=S)n(-c2cc(F)ccc2F)c1N	-6	-16%	-0.5	-27	-4%	i	1%	-1%
CCOC(=O)c1cc(-c2ccc(F)cc2)n(CCC(=O)NC2CCN(Cc3ccccc3)CC2)c1C	-29	18%	-1.9	-15	i	i	1%	-6%
COc1ccc(CCNC(=O)C(Sc2ccccn2)c2ccccc2)cc1OC (stereo not drawn)	-15	-5%	-0.4	1	i	i	1%	-5%
O=C(c1ccccc1)N1CCN(CC#Cc2ccccc2)CC1	-6	12%	1.9	26	-47%[inhibitor]	i	0%	-5%
O=C(O)c1ccc(N2C(=O)/C(=C/C=C/c3ccccc3)SC2=S)cc1	2	4%	-0.3	0	-14%	i	0%	-16%
Cc1cccc(NC(=O)CSc2cccc3cccnc23)c1C	-17	3%	0.7	-4	i	i	1%	3%

Next entries follow.
SMILES	D3 antag	EPAC2 agonist	CCT modulator	D3 ag	PTHR1 agonist	Akt phos inh	Mm-Cpn inhibitor	EPAC2 antag
CCc1ccc(/C=C2/C(=O)N(CC)C(=S)N2C)s1	-13	-25%	2.7	-1	-8%	i	0%	-4%
CCOC(=O)c1c(C)nc2sc(C(=O)Nc3ccc(OC)cc3)c(N)c2c1-c1ccc(OC)cc1	6	10%	-0.5	5	i	i	-2%	-7%
CCCCc1c(O)nc(SC2CC(=O)N(c3ccc(C(=O)OCC)cc3)C2=O)[nH]c1=O (stereo not drawn)	?	4%	-6.4	-6	-25%	i	-3%	-15%
CC(=O)C(C(C)=O)C(NC(=O)c1cccnc1)(C(F)(F)F)C(F)(F)F	-3	11%	-3.9	4	-5%	i	2%	-12%
COc1cc(/C=C/C(=O)OCC(=O)NC2CC2)cc(OC)c1OC	-11	4%	-3.4	-2	-16%	i	1%	8%
CCN(CC(=O)NCc1cccs1)C(=O)c1cccc(S(=O)(=O)Nc2cccc(C)c2)c1	-11	7%	0.3	-1	-18%	i	0%	-3%
CC(C)Oc1ccc2c3c(c(=O)oc2c1)CCC3	16	-1%	-0.7	-2	-28%	i	-5%	12%
COc1cccc(C2CC(c3cccs3)=NN2C(=O)CSc2nc3ccccc3s2)c1OC (stereo not drawn)	5	3%	-2.4	-1	-3%	i	-14%	3%
COc1ccc2c(c1)cc1c(=O)n(CC(=O)NC(C)CCc3ccccc3)nc(C)n12 (stereo not drawn)	-7	2%	-0.1	0&-14	-5%&-24%	i	-1%	-15%
CC(C)CCN1CCC[C@]2(N[C@H](c3ccc(C(F)(F)F)cc3)[C@@H]3C(=O)N(Cc4ccccc4)C(=O)[C@@H]32)C1=O	-4	-1%	-2.9	4	-28%	i	.	-2%
O=C(Nc1nc2ccc(F)cc2s1)C1CCCO1 (stereo not drawn)	-17	5%	-0.9	-2	-62%[inhibitor][57.5 µM]	.	2%	-5%
CN(C)S(=O)(=O)c1cc(NC(=O)COC(=O)C2CSC3(C)CCC(=O)N23)ccc1Cl (stereo not drawn)	-12	-2%	-0.1	5	i	i	0%	-5%
COc1ccc(OC)c(N=Cc2c(O)[nH]c3ccccc23)c1	?	5%	-0.8	0	i	i	-3%	-18%
C(=N\Nc1nc2ccccc2[nH]1)/c1ccc2c(c1)OCO2	-5	-2%	0.3	-11	-12%	i	-6%	4%
Cc1ccc(-c2ocnc2C(=O)N2CCN(C(=O)c3cccs3)CC2)cc1	13	-4%	-1.4	2	i	i	2%	3%
COc1ccc(S(=O)(=O)N2CCOCC2)cc1NC(=O)CN1CCCc2ccccc21	3	6%	-1.1	1	-5%	i	0%	-3%
Cc1cc(NC(=O)NCc2ccccc2)c(=O)n(Cc2ccc(F)cc2)c1	-12	-3%	-0.3	1	i	i	2%	?
COc1cccc(C(=O)NCCS(=O)(=O)N2CCc3ccccc3C2)c1	?	0%	1.7	1	i	i	0%	3%
CCOC(=O)c1c(S(=O)(=O)N2CCc3ccccc32)c(C)n(C)c1C	5	-1%	-1.9	6	i	i	1%	-8%
COc1cccc(NC(=O)CN(C)C(=O)c2ccc(NS(=O)(=O)c3ccc(F)cc3)cc2)c1	-12	7%	-0.8	1	-2%	i	0%	-5%
Cc1ccc(-c2nc3ccccc3c(=O)n2CCN2CCOCC2)cc1	17	1%	0.4	-3	-22%	i	-3%	-8%
COc1ncnc2c1ncn2CCCN(CCCc1ccccc1)CCCn1cnc2c(OC)ncnc21	-9	21%	-0.8	-8	-16%	i	.	9%
CCc1nc(SCC(=O)N2CCCC2)c2ccccc2n1	-12	9%	1.2	4	-8%[57.5 µM]	i	-7%	3%
O=c1[nH]c(C(Cl)(Cl)Cl)nc2ccc3ccccc3c12	-16	6%	-1.2	1	-13%	i	-2%	2%
CN(C(=O)c1cc(COc2ccc(F)c(F)c2)on1)C1CCOC1 (stereo not drawn)	-9	9%	0.3	5	-12%	i	0%	-3%

The last 4 entries of the section above are carried over, then new ones follow:
SMILES	D3 antag	EPAC2 agonist	CCT modulator	D3 ag	PTHR1 agonist	Akt phos inh	Mm-Cpn inhibitor	EPAC2 antag
COc1ncnc2c1ncn2CCCN(CCCc1ccccc1)CCCn1cnc2c(OC)ncnc21	-9	21%	-0.8	-8	-16%	i	.	9%
CCc1nc(SCC(=O)N2CCCC2)c2ccccc2n1	-12	9%	1.2	4	-8%[57.5 µM]	i	-7%	3%
O=c1[nH]c(C(Cl)(Cl)Cl)nc2ccc3ccccc3c12	-16	6%	-1.2	1	-13%	i	-2%	2%
CN(C(=O)c1cc(COc2ccc(F)c(F)c2)on1)C1CCOC1 (stereo not drawn)	-9	9%	0.3	5	-12%	i	0%	-3%
Cc1ccoc1C(=O)N1CCCC(CCC(=O)N2CCN(c3ccccn3)CC2)C1 (stereo not drawn)	2	-2%	-1.7	3	-29%	i	-1%	17%
CC(C)[C@@H](NC(=O)C1CCC(CNC(=O)[C@H](Cc2ccccc2)NC(=O)OC(C)(C)C)CC1)C(=O)O (stereo partly drawn)	-18	5%	0.8	3	i	i	2%	3%
O=Cc1nc(-c2ccc(Cl)cc2)n2ccccc12	-19	-16%	1.5	-4	-15%	i	-23%	3%
COc1ccccc1CCNC(=O)c1ccoc1C	-24	-3%	3.4	2	?	i	-4%	10%
O=C(OCc1cccc([N+](=O)[O-])c1)c1cccnc1Cl	-8	12%	1.1	-5	i	i	2%	3%
Fc1cccc(-c2cc3nc4c(c(NCc5ccco5)n3n2)CCCC4)c1	15	8%	2.8	18	-13%[57.5 µM]	i	0%	-1%
COc1cccc(C(C)(O)c2nc(-c3cccc(C#N)c3)cs2)c1 (stereo not drawn)	21	25%	-1.7	12	-40%[inhibitor]	i	.	-11%
O=c1cc(-c2ccc(O)c(O)c2)oc2cc(O)c(C3OC(CO)C(O)C(O)C3O)c(O)c12 (stereo not drawn)	9	5%	-0.4	19	-19%	i	.	-11%
COc1ccc(-c2nnc(-c3ccc(F)cc3)o2)cc1	9	10%	-4.6	5	-13%	i	1%	2%
Cc1ccc(-c2nnc(C)c(N3CCCC3)n2)cc1	5	2%	1.4	6	-1%	i	3%	12%
CC(C)c1ccc(Nc2n[nH]c(=S)s2)cc1	0	-1%	-63*	5	-2%	i	.	?
